# Source: PubChem
# FXN GAA850 act – increases GAA850 frataxin promoter reporter activity | hit rate 0.56% among 360,000 | HEK293 lucGAA850 FXN promoter luciferase reporter, 24 h; percent of 10 µM SAHA response | activation, % at 6 µM;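 active = activation above the average of all compounds screened plus 3 SD, cutoff fixed separately per campaign, cut at about 7.5% in these data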;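 also: 0% = DMSO wells and 100% = 10 µM SAHA wells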
# DAX1 inh-1 – NR0B1 (DAX1) inhibition; HEK293 Gal4-DAX1 luciferase reporter, luminescence; inhibition, % at 6.75 µM; hit rate 0.99% among 340,000; AID 504766;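 active = inhibition above the mean over all tested compounds plus 3 SD, cut at about 4.2% in these data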;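 also: 0% = DAX1-transfected cells with DMSO and 100% = empty-vector control cells with DMSO; inhibition shows as a rise in luminescence from relieved DAX1 repression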
# Target sequence (P51843 207-470 limits assumed): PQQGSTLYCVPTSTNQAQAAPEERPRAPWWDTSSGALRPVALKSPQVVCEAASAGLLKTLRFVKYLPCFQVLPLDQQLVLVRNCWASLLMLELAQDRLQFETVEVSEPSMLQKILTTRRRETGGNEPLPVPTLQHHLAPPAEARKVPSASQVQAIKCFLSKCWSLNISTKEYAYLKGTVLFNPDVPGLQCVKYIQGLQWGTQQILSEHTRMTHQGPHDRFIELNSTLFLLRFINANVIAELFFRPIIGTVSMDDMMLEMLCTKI
# ADAM17 inh – inhibitors of human ADAM17; recombinant ADAM17, EDANS/DABCYL FRET peptide cleavage; inhibition, % at 6.95 µM; P78536; hit rate 0.83% among 370,000;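 active = inhibition above the mean of compounds lying between control limits plus 3 SD, set per campaign, cut at about 8.5% in these data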;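 also: 0% = DMSO-only wells as the low control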
# Target sequence (P78536 215-824 limits assumed): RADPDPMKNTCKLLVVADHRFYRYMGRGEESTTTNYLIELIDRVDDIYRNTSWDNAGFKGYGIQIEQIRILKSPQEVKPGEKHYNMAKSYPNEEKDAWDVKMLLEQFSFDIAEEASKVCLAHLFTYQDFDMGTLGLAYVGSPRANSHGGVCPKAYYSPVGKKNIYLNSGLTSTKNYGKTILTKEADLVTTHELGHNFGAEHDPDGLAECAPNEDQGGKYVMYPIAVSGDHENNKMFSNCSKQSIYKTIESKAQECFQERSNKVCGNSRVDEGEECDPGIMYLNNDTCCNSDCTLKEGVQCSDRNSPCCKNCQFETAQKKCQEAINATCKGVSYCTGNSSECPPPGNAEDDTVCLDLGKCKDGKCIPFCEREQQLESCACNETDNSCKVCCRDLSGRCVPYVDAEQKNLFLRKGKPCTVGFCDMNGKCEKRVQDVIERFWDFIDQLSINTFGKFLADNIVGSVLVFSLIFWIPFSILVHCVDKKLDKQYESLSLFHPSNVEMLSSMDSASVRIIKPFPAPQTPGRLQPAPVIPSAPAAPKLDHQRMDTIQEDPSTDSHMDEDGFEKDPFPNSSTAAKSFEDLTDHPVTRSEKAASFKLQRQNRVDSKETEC
# sPLA2-III inh – Inhibits HGIII-sPLA2 liposome hydrolysis, primary screen. AID 743126. QFRET BODIPY PC-A2 liposome hydrolysis, fluorescence. inhibition, % at 12.2 µM. Q9NZ20. hit rate 0.56% among 370,000;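 active = inhibition above mean plus 3 SD of compounds lying within the high and low control bounds, cut at about 19% in these data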;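 also: 0% = median of test compound wells and 100% = no enzyme DMSO wells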
# ssDAF12 agonist – activators of S. stercoralis DAF-12 nuclear receptor; HEK293 ssDAF-12/GRIP1 lit1-tk-luc reporter, luminescence; % of 3 µM dafachronic acid response; activation, % at 6.8 µM; hit rate 1% among 370,000;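 active = activation above the mean over all tested compounds plus 3 SD, cut at about 0.9% in these data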;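 also: 0% = DMSO-only wells and 100% = 3 µM delta7-dafachronic acid wells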
# PLC-beta3 inh – PLC-beta3 (human) inhibition, primary screen. Q01970. Purified PLC-beta3, fluorogenic substrate, fluorescence. inhibition, % at 12.2 µM. hit rate 0.18% among 370,000; in the data active = inhibition above about 11%;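 also: 0% = median of compound wells on plate and 100% = full blocker control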
# PLC-gamma1 inh – blocks human PLC-gamma1 enzyme activity; purified PLC-gamma1, fluorogenic substrate, fluorescence; inhibition, % at 12.2 µM; hit rate 0.84% among 370,000; P19174; in the data active = inhibition above about 9.5%
# DAX1 inh-2 – DAX1 (NR0B1) inhibition, primary screen; HEK293T StAR-luciferase reporter, SF-1/DAX-1 repression relief; inhibition, % at 6.8 µM; hit rate 1.1% among 370,000; AID 652010;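 active = inhibition above the mean over all tested compounds plus 3 SD, cut at about 3.6% in these data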;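 also: 0% = DAX-1 cells with DMSO and 100% = cells lacking DAX-1 with DMSO; higher inhibition means more luminescence from relief of DAX-1 repression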
# hcDAF-12 act – activates DAF-12 receptor from parasite H. contortus. HEK293 hcDAF-12 lit1-tk-luc reporter, luminescence; 0% DMSO, 100% Δ7-dafachronic acid. hit rate 1.4% among 370,000. AID 652067. activation, % at 6.8 µM;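 active = activation above the mean of all tested compounds plus 3 SD, cut at about 5.5% in these data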;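 also: 100% = response to 3 µM Δ7-dafachronic acid high control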
# ADAM10 inh – inhibits human ADAM10 | inhibition, % at 7 µM | AID 720582 | hit rate 0.62% among 370,000 | O14672 | recombinant ADAM10, EDANS/DABCYL FRET peptide cleavage, 3 h;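 active = inhibition above a per-campaign cutoff equal to the mean of compounds falling between control-based bounds plus 3 SD, cut at about 20% in these data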;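 also: 0% = DMSO wells while the 100% control is not disclosed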
# hgDAF-12 ag – activates the H. glycines DAF-12 receptor ligand-binding domain | HEK293 GAL4-hgDAF12 UAS-luciferase reporter, agonist luminescence; normalized to butyrate control | activation, % at 6.8 µM | hit rate 1.8% among 370,000 | AID 687014;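 active = activation above a cutoff set at the mean of all screened compounds plus 3 SD, cut at about 10% in these data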;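 also: 0% = DMSO wells and 100% = sodium butyrate wells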
# Numbers without * were called inactive; i = inactive; / = not tested or not shown.
SMILES,FXN GAA850 act,DAX1 inh-1,ADAM17 inh,sPLA2-III inh,ssDAF12 agonist,PLC-beta3 inh,PLC-gamma1 inh,DAX1 inh-2,hcDAF-12 act,ADAM10 inh,hgDAF-12 ag
COc1ccc(N(C(=O)CNC(=O)c2cccs2)C(C(=O)NCC2CCCO2)c2ccccc2)cc1 (centres undefined),1.9,0.0,-1,-7,-1.1,3,-2,-0.4,-1.2,-4,2.1
O=C(Nc1cc2c3c(c1)CC(=O)N3CCC2)C1CCCCC1,1.8,-0.3,-7,1,-1.2,-4,-3,0.8,1.3,-7,-0.1
Cc1ccc(S(=O)(=O)N2CCN(C(=O)c3ccco3)CC2)cc1,-0.8,-2.4,-5,9,-1.5,-6,1,0.0,-1.4,4,-3.2
COc1ccccc1C(=O)Nc1ccc(S(=O)(=O)N2CCN(C)CC2)cc1,-2.2,1.5,0,-4,-1.1,1,3,-0.2,0.5,10,-0.9
CC(C)CCOc1ccc(C2(C)NC(=O)NC2=O)cc1 (centres undefined),2.9,-0.3,-1,5,-0.7,-6,0,-1.2,-1.3,-2,-0.7
O=C(NC1CCCC1)C(c1cccnc1)N(C(=O)c1csnn1)c1ccccc1 (centres undefined),-0.4,0.3,0,-1,-0.8,-1,-1,0.2,0.3,-1,-0.9
CCCS(=O)(=O)c1cscc1NC(=O)c1c(-c2c(F)cccc2Cl)noc1C,1.5,-0.6,-3,-4,-1.2,-15,-3,-0.3,1.6,3,-1.8
COc1ccc(CCNC(=O)CNCC2CCCCC2)cc1OC,3.2,3.0,-4,3,-1.3,-4,0,0.8,-2.0,-4,2.5
Cc1n(N)c2ccccc2[n+]1CC(=O)c1ccccc1,1.6,-0.2,0,-5,-0.9,-6,-1,1.2,0.7,-3,-2.6
CCC[C@@H]1CCCO[C@@](C(=O)NCc2ccc(S(C)(=O)=O)cc2)(C(F)(F)F)C1,-2.8,0.4,0,-8,-1.7,1,0,-0.8,-2.2,4,-0.1
O=C(CCCN1C(=O)C(c2ccccc2)Oc2cccnc21)Nc1ccccc1Br (centres undefined),1.1,0.1,0,-5,-0.6,-3,1,0.9,-2.3,-1,1.0
CCOc1cc(-n2cnnn2)c(OCC)cc1NC(=O)c1cnccn1,-1.6,0.3,-5,5,-1.1,-3,-4,0.3,-1.8,1,0.0
CC1(C)SC(=S)N(/N=C/c2cccnc2)C1N(O)C(=O)Nc1ccccc1 (centres undefined),-0.7,6.2*,-2,3,-0.3,-3,1,-0.5,0.3,-6,-0.7
N#CCSc1nc2c(cc1C#N)CCCCCC2,5.6,-1.3,-44,-14,-1.9,i,i,-1.2,-2.9,-181,-3.7
Cc1ccc(OCc2csc(N)n2)cc1,2.8,1.0,0,8,-0.6,-1,1,5.1*,1.3,-6,7.2
C/C(=C\C(=O)c1cccnc1)Nc1ccc(C)c(C)c1,7.4,0.6,-6,-1,-1.4,-8,-6,-0.3,-0.8,-8,-2.1
O=C(CCCc1ccccc1)Nc1ccc2c(c1)OCCO2,4.5,0.5,-1,-4,0.8,1,-1,6.1*,8.2*,2,22*
Cc1ccc(NC(=O)c2ccccc2-c2ccccc2C(=O)O)cc1,1.0,0.0,1,0,-1.3,5,3,0.3,0.0,7,-2.9
CC1(C)C(=O)C2(CCCCC2)C(=O)OC1C(=O)c1ccccc1 (centres undefined),2.8,-0.2,-1,5,-1.2,-1,0,0.0,-1.7,-8,-1.3
COCCn1c(SCC(=O)Nc2sc(C)c(C)c2C#N)nnc1C(C)C,-2.2,-0.7,-3,0,-1.2,3,3,-0.7,-0.4,0,-2.4
CN(C)CCCN(C(=O)c1ccco1)c1nc(-c2ccc(Cl)cc2)cs1,2.2,-0.8,-1,-11,0.4,-2,4,0.8,-0.7,-4,1.2
Cc1cc(C)c(C(=O)/C=C/c2ccc3c(c2)OCO3)c(=O)[nH]1,-2.3,1.5,0,1,-0.3,-14,-11,-0.8,-0.6,-1,-2.0
CCOC(=O)[C@]12CCCC=C1N(Cc1cccc3ccccc13)C(=O)[C@H](CC(=O)N1CCCCC1)C2,/,/,-2,-6,-1.0,4,-2,-0.2,-1.0,-3,-0.6
O=C(NNC(=O)c1cc(S(=O)(=O)N2CCOCC2)c(Cl)cc1Cl)c1ccccc1F,-0.3,0.7,1,10,-0.7,-7,-6,-0.7,1.0,-21,0.4
O=C(OCc1nnc(-c2ccccc2)o1)c1ccc(S(=O)(=O)NCc2ccco2)cc1,1.4,-0.5,1,-16,-1.5,1,5,1.1,-1.5,4,0.8
COc1ccc(NC(=O)CN(C)C(=O)c2cc(-c3ccccc3)nc3ccccc23)cc1,0.0,-1.0,2,-16,-1.2,0,3,-3.4,-2.4,4,-1.3
Cn1ncc([N+](=O)[O-])c1C(=O)Nc1ccc(-c2ccccc2)cc1,0.8,1.6,6,15,-0.4,-7,0,0.7,0.7,-4,2.7
CCC1CCC2(CC1)NC(CO)(CO)CO2 (centres undefined),1.5,0.5,-2,1,-1.2,-1,1,0.3,-0.9,-4,0.9
CCOc1ccc(CC(=O)NNC(=S)NC2CCCCC2)cc1OCC,0.4,0.0,1,3,-1.5,1,0,-0.2,-1.5,-1,0.9
COc1cc(C(=O)NCCN2CCN(C(=O)c3cc(OC)c(OC)c(OC)c3)CC2)cc(OC)c1OC,-2.8,0.3,-5,-1,-1.3,-3,-1,1.1,-0.6,-7,-1.1
O=C(NC1CC2CCCC(C1)N2S(=O)(=O)c1ccccc1)c1ccco1 (centres undefined),-0.1,1.3,1,0,-1.7,2,4,-0.6,0.2,0,0.4
Cc1nnc(SCC(=O)Nc2ccc(OC(F)F)c(Cl)c2)n(N)c1=O,1.1,-0.3,-2,-1,-1.1,-2,1,1.2,-2.7,-5,-0.7
Cc1ccc(/C=N/n2c(C)nnc2C)s1,1.4,0.5,-4,-1,-1.1,-3,-2,-0.1,-0.2,-6,-0.7
CC1(C)Cc2c(cnn2-c2ccc(F)cc2)C(NC(=O)CCCN2CCCCC2=O)C1 (centres undefined),2.1,-0.3,4,-3,-0.5,-3,3,-0.5,0.3,3,1.0
Cc1ccc(NC(=O)C2CCCN2S(=O)(=O)c2ccc(-c3ccc(=O)[nH]n3)s2)c(C)c1 (centres undefined),2.1,0.1,0,-16,-1.1,-5,1,-0.3,-2.2,-4,-2.2
CCn1nc(C(=O)NNC(=O)c2ccc(OC(F)F)cc2)c2ccccc2c1=O,0.3,1.3,-8,16,-0.1,-12,-1,-0.9,0.1,-14,-1.5
C=CCNC(=O)COc1ccccc1C#N,2.3,0.3,-3,7,-1.6,-3,-3,1.2,1.1,-2,6.1
O=C(COc1ccc([N+](=O)[O-])cc1)Nc1ccncc1,3.1,0.1,-1,3,-0.9,0,1,-0.8,-1.4,-5,-4.3
CCOc1ccc(N(CC(=O)Nc2ccc3c(c2)OCCO3)S(=O)(=O)c2c(C)noc2C)cc1,-0.7,-0.9,0,-1,-1.4,3,4,-1.1,-1.6,2,-1.8
O=C(Nc1cc(Br)ccc1O)C1CC(c2ccccc2Cl)=NO1 (centres undefined),-1.0,0.0,5,-52,-1.8,-1,-3,-0.2,-1.3,19,-0.7
CCCNC(=O)c1cc(S(=O)(=O)N2CCc3ccccc32)ccc1F,-1.5,-2.0,-6,2,-1.6,2,1,-0.1,-2.5,-4,-3.5
COc1cccc(Nc2ncnc3sccc23)c1,2.7,1.0,-5,9,-0.7,-17,-8,0.8,1.9,-3,10
CCC(c1nnnn1CS(=O)(=O)c1ccc(C)cc1)N1CCN(c2nc3ccccc3s2)CC1 (centres undefined),-5.3,0.0,-3,4,-1.3,-2,-3,0.1,0.9,-2,0.2
Cc1[nH]n(-c2ccccc2)c(=O)c1-c1cccc(Cl)c1,-1.6,-1.1,-2,-1,-1.2,-2,-1,-0.2,-1.2,8,-0.7
Nc1cccnc1Sc1ccccc1,-0.4,2.0,-17,2,-1.1,-18,-9,-0.3,-0.1,-50,0.4
Cc1cccc(Oc2nc(CN3CCOCC3)nc3sc4c(c23)CCCC4)c1,3.3,0.7,-3,-2,-1.6,-1,0,-0.4,1.0,-6,-1.7
O=C(N/N=C/c1cccc2ccccc12)c1n[nH]c2c1CCCC2,-2.2,2.2,-3,5,0.3,-3,-10,0.3,1.2,-7,2.0
Cc1ccc(NC(=O)Nc2ccc(C(=O)N3CCOCC3)cc2)cc1,-0.4,-1.4,1,-6,-1.5,3,4,-0.9,-1.1,2,6.2
Cc1cc(N2C(=O)CC(N3CCN(C(c4ccccc4)c4ccccc4)CC3)C2=O)no1 (centres undefined),1.4,-0.4,-2,-8,-1.2,-3,-1,-0.4,-0.3,3,-0.8
c1ccc(Nc2nnc(-c3ccc4c(c3)OCO4)o2)cc1,/,/,-4,4,1.2*,-9,-8,5.1*,7.7*,-10,9.3
CC(C)CC(=O)Nc1c2c(nn1-c1cccc(Cl)c1)CS(=O)(=O)C2,1.5,-1.4,3,-5,-1.2,-1,2,-0.5,0.3,0,1.5
CCC1Oc2ccc(C)cc2N(CC(=O)NCc2ccco2)C1=O (centres undefined),1.1,-0.2,2,2,-0.7,0,2,-0.4,-0.3,5,-0.1
Cc1ccc(S(=O)(=O)NC(=O)C2(C)CCN2C(=O)c2cccc(F)c2)nc1 (centres undefined),0.8,/,0,14,-1.4,1,1,-0.8,-0.7,-12,-2.7
O=C(Nc1ccccn1)c1ccc2c(c1)S(=O)(=O)c1ccccc1C2=O,-1.4,0.2,-5,16,-1.1,1,5,1.0,0.2,2,0.9
